Source: PubChem (National Center for Advancing Translational Sciences (NCATS))
USP2a block: blocks human ubiquitin-specific protease USP2a; O75604; Potency, µM (top dose mostly 38.3 µM), inactives show at the highest dose activity change, negative = inhibition, most hits filed as inhibitors; actives 0.01% (n = 330,000); AID 463254; USP2 core, Ub-CHOP2 coupled fluorogenic reporter, 485/531;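 note: potency is the fitted concentration of half-maximal effect; plate controls were DMSO wells for no effect and full inhibition by NEM control for full effect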
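USP2 core (10nM final) preincubated 30min RT with compound in 20mM Tris-HCl pH 8.0, 2mM CaCl2, 2mM beta-mercaptoethanol, 0.05% CHAPS; 25nM Ub-CHOP2 plus 25nM reporter substrate added, fluorescence (Ex485/Em531) read after 60min.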
PKM2 activator: PKM2 (human) enzyme activation. AID 1631. Potency, µM (titrated, usually from 57.5 µM), without a hit: at the top dose activation, actives largely listed as activators. actives 0.34% (n = 260,000). purified PKM2, Kinase-Glo ATP luminescence, activation; response scale: 0% is enzyme alone, no compound. P14618; note: potency is the fitted concentration of half-maximal effect; % is set by controls: 0 for no effect and ±100 for the full control effect; nearly all actives have a fitted effect of over 55% in size
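hPK-M2, >95% pure; 0.1 mM ADP / 0.5 mM PEP final; imidazole pH7.2 buffer w/ 7 mM MgCl2, 50 mM KCl; 1 h RT; Kinase-Glo lum. Intermediate enzyme activity for dual inhibitor/activator qHTS.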
GALK inh: blocks human galactokinase activity; actives 0.007% (n = 270,000); Potency, µM (titrated, usually from 57.5 µM), for inactives: at the top dose activity change, negative = inhibition, hits mostly inhibitors; Purified GALK, Kinase-Glo residual ATP luminescence; P51570; note: potency is the fitted concentration of half-maximal effect; % is set by controls: 0 for no effect and ±100 for the full control effect
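Luminescence from leftover ATP (Ultra-Glo luciferase/luciferin) served as read-out after a 1 h room-temperature reaction of 5 nM GALK with 35 uM ATP and 100 uM galactose.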
hERG WT inh: inhibitors of human wildtype KCNH2 potassium channel | Q12809 | U2OS, BacMam KCNH2, thallium flux FluxOr; active compounds read low | activity change, % at 1.84 µM | actives 0.37% (n = 340,000) | AID 720551;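 active = maximum activity change below -70%; inconclusive = maximum activity change between -70% and -50%; inactive = maximum activity change above -50%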; note: % is set by controls: 0 for no effect and ±100 for the full control effect
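U2OS cells were transduced with wild-type KCNH2 virus (2.03 x 10^8 / mL) for 4 h at room temperature, then cultured overnight at 37 C. Thallium flux was read with FluxOr dye. Rate constants were normalized to DMSO controls.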
FBPA coupling cs: counter-screen for Giardia aldolase inhibitors: coupling enzyme system; coupling enzyme system counterscreen, AmpLite Red fluorescence; activity change, negative = inhibition, % at 58.2 µM, hits read low; actives 0.67% (n = 290,000); AID 2472; in the data active = activity change below about -30%; note: % is set by controls: 0 for no effect and ±100 for the full control effect
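Coupling enzymes only (glyceraldehyde-3-phosphate) + compound, at 57.5 uM final, 10 min RT; add substrate/coupling/AmpLite Red mix, 20 min RT; fluorescence ex 525/em 598 nm. Actives flag coupling-system interference.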
CXXC DNA block: inhibitors of human MLL CXXC domain-DNA interaction; MLL-CXXC / FITC-HOXA9 DNA fluorescence polarization; actives 0.037% (n = 290,000); Q03164; Potency, µM (doses to about 115 µM), without a hit: top-dose activity change, negative = inhibition, most hits filed as inhibitors; AID 2662; active = well fitted inhibition curve with a large enough effect in the polarisation, with a control signal flat, not every such curve was filed as active; inconclusive = small, poorly fitted or top-dose-only effect, or effect the other way, or a change in a side signal; inactive = no such curve, though single readings can be large or run the other way; the % refers to the polarisation; note: potency is the fitted concentration of half-maximal effect
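Purified MLL-CXXC (added from a 7 uM solution) was preincubated 5 min at ambient with pinned compounds in 50 mM Tris-HCl pH 7.5, 50 mM NaCl, 1 mM DTT, 0.05% BSA. Fluorescein-labeled HOX-A9 DNA (50 nM solution) followed, 30 min, then polarization read.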
KCNH2 3.1 block: inhibitors of human KCNH2 3.1 potassium channel isoform; U2OS KCNH2 3.1, thallium flux FluxOr; active compounds read low; actives 0.95% (n = 340,000); activity change, % (tested at about 1.8 µM);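 active = maximum activity change below -70%; inconclusive = maximum activity change from -70% to -50%; inactive = maximum activity change above -50%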;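 note: thallium influx rate constant from kinetic fluorescence after stimulation buffer; % is set by controls: 0 for no effect and ±100 for the full control effect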
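FluxOr-based Tl+ influx in U2OS cells transduced with KCNH2 3.1 virus; rate constants normalized to DMSO controls.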
TRPV1 ag: human TRPV1 agonism | Q8NER1 | TRPV1-expressing cells, Fluo-8 calcium influx, agonist mode | activation, % at 8.33 µM | actives 0.19% (n = 320,000); in the data active = activation above about 80%; inconclusive = between about 30% and that limit; note: 0% is about no effect
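Cells expressing TRPV1 were dye-loaded with Fluo-8 and read kinetically: 10 s baseline, 3 min after compound (agonist portion), then 2 min after EC20 capsaicin (allosteric enhancer portion). Calcium-bound dye fluorescence at 480/520 nm.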
Menin-MLL TR inh: inhibitors of human menin-MLL interaction, mutant MLL peptide; Menin + Texas Red MLL mutant peptide, fluorescence polarization; actives 0.23% (n = 270,000); Potency, µM (highest dose often 61.6 µM), without a hit: top-dose FP activity change, negative = inhibition, usual class: inhibitors; O00255; active = well fitted inhibition curve with a large enough effect in the polarisation, with a control signal flat, not every such curve was filed as active; inconclusive = small, poorly fitted or top-dose-only effect, or effect the other way, or a change in a side signal; inactive = no such curve, though single readings can be large or run the other way; the % refers to the polarisation; note: potency is the fitted concentration of half-maximal effect; % of control where 0% means no effect; many of its hits are not listed in these tables
B2AR arrestin: recruits beta-arrestin to the human beta2-adrenergic receptor. Potency, µM (titrated, usually from 46.1 µM), inactives show top-dose activation, actives largely listed as activators. P07550. AID 492947. beta-arrestin recruitment to beta2AR, cell-based reporter. actives 0.02% (n = 330,000);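 note: potency is the fitted concentration of half-maximal effect; 0% = DMSO controls and full agonism = EC100 isoproterenol or metaproterenol; nearly all actives have a fitted effect of over 65% in size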
Giardia killer: kills Giardia lamblia; Giardia lamblia trophozoite viability; actives 0.15% (n = 340,000); activity change, % at 7.66 µM, hits read low; in the data active = activity change below about -80%; inconclusive = between about -30% and that limit;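 note: parasites exposed to compound for two days anaerobically before the ATP read; % is set by controls: 0 for no effect and ±100 for the full control effect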
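Giardia trophozoites, 100 cells per well, were exposed to compounds for 48 hrs at 37 deg C under anaerobic conditions; viability was then read as ATP content by bioluminescence after 15-30 min at room temperature.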
* hit, by the source's call; ? = inconclusive; nt = no result given; & = joins results of further samples; [ ] = dose if it differs, or a comment. Unless noted, calls come from the whole dose curve; as a rule, active = well fitted curve in the direction sought with a large enough effect; inconclusive = small, poorly fitted or top-dose-only effect, or another doubt; inactive = no such curve, though single readings can be large; an effect the other way counts as inactive or inconclusive.

SMILES	USP2a block	PKM2 activator	GALK inh	hERG WT inh	FBPA coupling cs	CXXC DNA block	KCNH2 3.1 block	TRPV1 ag	Menin-MLL TR inh	B2AR arrestin	Giardia killer
CNC(=O)NCC12CC3CC(CC(C3)C1)C2	0%	4%	4%	-9	5	4%	2	3	-1%	0.4%	0
CC(NC(=O)Nc1cccc(Cl)c1)C(c1cccs1)N1CCCC1 (stereo not given)	-1%	-3%	1%	1	-3	20%	nt	26	-21%	-1.4%	-1
CCCSc1nc2ccsc2c(=O)n1CC	2%	8%	1%	4	1	-3%	-1	-4	-13%	0.0%	-14
CCOc1ccc(N2CC(C(=O)N3CCN(c4ccccn4)CC3)CC2=O)cc1 (stereo not given)	-4%	nt	nt	8	nt	nt	-2	5	nt	0.0%	-4
O=C(COC(=O)Cn1cnc2ccccc21)Nc1cc(S(=O)(=O)N2CCOCC2)ccc1Cl	4%	4%	0%	8	1	3%	15	3	nt	-0.3%	-7
CCC1=C(OC(=O)N(CC)CC)N2C(=O)OC(=NCC(=O)OC)[C@]2(Cc2ccccc2)[C@H]2C1=CC[C@H]1C(=O)N(C)C(=O)[C@H]12	0%	-2%&-11%	4%	-12	4&3	1%	-9	4	-7%	-1.1%	5
CCOC(=O)C1=CC[C@H]2c3c(c4ccccc4n3C)C(=O)C1N2S(=O)(=O)c1ccc(C)cc1	1%	nt	nt	5	nt	nt	-6	23	nt	0.2%	0
C=CCOc1c(Br)cc(/C=C2/NC(=S)N(C(C)=O)C2=O)cc1OC	3%	-9%	1%	1	-2	31%[activator]	-7	0	34%[activator]	0.0%	-5
COc1ccc(-c2nc(NC(=O)CSCCO)sc2C)cc1	-1%	2%	1%	-15	2	0%	11	19	-5%	0.2%	-10
COC(C(=O)Nc1ccnn1C1CCN(Cc2ccc(C)s2)CC1)c1ccccc1 (stereo not given)	1%	-6%	4%	53	2	3%	7	8	-13%	-0.7%	14
NC(=NC(=O)c1ccc(OC(F)(F)F)cc1)c1ccc(C(F)(F)F)cn1	4%	0%	1%	5	0	0%	0	6	nt	-0.9%	-2
Cc1ccc(/C=C2\SC(=S)N(Cc3ccccc3)C2=O)o1	-1%	5%	0%	-7	-16	-12%	-3	2	107%[activator]	-1.1%	1
c1ccc(Cn2cc(CNc3ccccc3)nn2)cc1	0%	1%	-3%	0	1	10%	-7	4	nt	-0.5%	14
Cc1ccc(S(=O)(=O)NNC2CC(=O)N(c3ccc(Br)cc3)C2=O)cc1 (stereo not given)	0%	-9%	0%	nt	4	11%	6	0	19%	-0.2%	-13
CC(=O)Nc1ccc(S(=O)(=O)NCC(=O)Nc2ccc3c(c2)OCO3)cc1	3%	nt	nt	-4	nt	nt	-5	nt	nt	-0.4%	-1
COc1ccc(NC(=O)N(CCO)Cc2cc3c(C)cc(C)cc3[nH]c2=O)cc1	-1%	-3%	5%	0	1	-11%	-3	-4	-2%	0.1%	-6
CSc1ccccc1NC(=O)CN1C(=O)C2CC=CCC2C1=O (stereo not given)	0%	nt	nt	1	nt	nt	-12	-3	nt	-3.5%	0
CN(C(=O)c1ccco1)c1nc(CC(=O)Nc2ccccc2)cs1	2%	3%	1%	2	5	-7%	-22	-2	11%	3.9%	20
CSc1nc2ccc(NS(=O)(=O)c3ccc(Cl)s3)cc2s1	-8%	15%	0%	-3	-5	-3%	5	8	?	0.1%	-14
Cc1cc(Cl)ccc1Oc1ncc(CN2CCN(c3ccccc3)CC2)s1	0%	3%	-4%	-2	0	-1%	-5	2	5%	0.3%	-10
COc1ccc(-c2csc(NC(=O)CSc3nc(SC)ns3)n2)cc1	1%	4%	-3%	nt	-6	13%	-10	-1	-20%	0.1%	?
Cn1c(SCc2ccc(C#N)cc2)nnc1-c1cccc(Cl)c1	-1%	-1%	0%	20	-1	-5%	-19	1	-4%	0.4%	-7
COc1ccccc1NC(=O)C1CCN(S(=O)(=O)c2ccc3c(c2)CC(C)N3C(C)=O)CC1 (stereo not given)	3%	nt	8%	0	2	-3%	1	-4	7%	-0.8%	-1
Cc1cc(NC(=O)CSc2nnc(Cc3ccccc3)o2)no1	3%	-2%	-1%	-1	1	-3%	-15	4	3%	-0.1%	-12
O=C(Nc1ccc(Cl)c(S(=O)(=O)N2CCOCC2)c1)c1cc(=O)[nH]c2ccccc12	0%	nt	nt	17	nt	nt	-14	-3	nt	-0.2%	-28
COC(=O)c1c(NC(=O)CSc2nnnn2-c2ccccc2)sc2c1CCCC2	2%	9%	5%	-3	0	-13%	-11	-3	-2%	-0.8%	-13
C/C(=C\c1ccccc1)C(=O)n1nnc2ccccc21	0%	1%	-1%	-8	6	3%	nt	-6	11%	0.0%	-2
Cc1cccc(-n2cc(CN3CCN(Cc4nccn4C)CC3)c(-c3cccc(F)c3)n2)c1	-2%	-4%	1%	30	0	-6%	-43	1	?	-0.7%	21
CCCOc1ccc(N2C(=O)CC(SC(=N)N3N=C(c4ccccc4)CC3c3ccccc3)C2=O)cc1 (stereo not given)	1%	0%	0%	-7	-5	9%	7	-2	-5%	0.0%	-7
COc1ccc(N(C(=O)c2cnccn2)C(C(=O)NCc2ccccc2)c2ccc(O)cc2)cc1 (stereo not given)	3%	-10%	-3%	-4	4	15%	1	-3	15%	-0.2%	-7
CCOC(=O)N1CCN(C(=O)CNS(=O)(=O)c2cccs2)CC1	0%	6%	-1%	-9	0	1%	1	-4	14%	-0.7%	-16
CCOc1ccccc1CN1CCNC(=O)C1CC(=O)NCc1nccn1CC (stereo not given)	-2%	-4%	3%	1	8	9%	4	1	-26%	-0.3%	-2
O=S1(=O)CCN(Cc2ccccc2Cl)CC1	1%	-4%	5%	-16	-1	0%	3	-3	-9%	0.0%	-4
Cc1ccc(C)c(OCc2nnc(NC(=O)c3ccc4c(c3)OCO4)s2)c1	-3%	-3%	-1%	1	1	4%	-6	0	nt	0.4%	-16
CCCn1c(NCc2cccs2)nc2ccccc21	0%	-5%	5%	-4	2	-4%	0	0	-8%	0.0%	-5
COc1ccc2ccccc2c1CN1CCN(C(=O)c2ccco2)CC1	-1%	nt	-2%	-5	0	24%	4	14	-17%	0.4%	-2
O=C(CCN1CCN(c2ccccc2)CC1)Nc1ccc2c(c1)OCO2	2%	-1%	2%	24	2	3%	5	16	-8%	0.0%	-3
O=C(CN(C(=O)c1nsc(Cl)c1Cl)c1ccc(F)cc1)NC1CCCC1	0%	-4%	-1%	-3	5	-2%	-1	15	-4%	0.2%	13
Cc1ccc(C)c(NC(=O)CN(C)C(=O)c2oc3c(Cl)cccc3c2C)c1	4%	nt	nt	0	nt	nt	1	18	nt	-0.1%	21
COc1cc([N+](=O)[O-])cc(/C=C2/SC(=S)N(Cc3ccccc3)C2=O)c1O	-16%	nt	-18%	-9	3	3%	-17	13	?	-0.6%	2
Cc1ccc2cc3cc(C(=O)NC4CC4)oc3nc2c1	0%	0%[0.46 µM]	2%	3	0	45%[activator]	-10	-3	-1%	-1.5%	-13
Cc1cc(C(=O)COC(=O)CC2Sc3ccccc3NC2=O)c(C)n1-c1cccc(C(F)(F)F)c1 (stereo not given)	-4%	-1%	2%	2	-3	13%	-13	28	-9%	-0.8%	9
Cc1cc(-c2nsc(=O)o2)c(S(C)(=O)=O)s1	-1%	-17%	1%	4	3	2%	-27	-1	2%	-0.4%	7
COc1ccc(S(=O)(=O)N2CCOCC2)cc1NC(=O)c1sccc1C	1%	nt	nt	-8	nt	nt	-21	7	nt	-0.9%	-1
CC(C)(C)C(=O)Nc1cc2nn(-c3ccccc3)nc2cc1Cl	-5%	-7%	1%	-5	0	-3%	-14	13	10%	-0.2%	-93*
CCN(CC)C(=O)c1n[nH]c(=O)c2ccccc12	3%	5%	2%	-11	2	1%	-4	2	5%	-0.2%	4
CC1=Nc2ccccc2N=C(NC(=O)c2ccccc2)C1c1ccccc1 (stereo not given)	0%	9%	10%	2	-10	9%	9	21	10%	-0.8%	16
Nc1c(-c2ccccc2)cnc2cc(-c3ccccc3)nn12	3%	-3%	-2%	-1	0	20%	-12	?	20%	-0.1%	-29
COC(=O)[C@]1(C)N[C@H](CN(C)S(=O)(=O)c2ccc(C)cc2)[C@@H]2C(=O)N(C)C(=O)[C@@H]21	1%	nt	nt	3	nt	nt	-17	nt	nt	-0.5%	-12
C=CCn1cccc(C(=O)Nc2cc(OC)cc(OC)c2)c1=O	4%	-6%	1%	1	-1	2%	8	4	-1%	0.5%	4

An excerpt (hit frequency here may not be typical).
